NR1D1 modulator: Rev-erb alpha (human) modulation; actives 0.79% (n = 370,000); P20393; activity, % at 10 µM; Rev-erbα–FITC-DNA binding, fluorescence polarization, 90 min;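 active = activity above about 14%, limit read from the data; passing the limit was not always enough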;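 note: 0% = DMSO wells with 35 nM protein and 100% = DMSO wells with 750 nM protein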
PG9 binder: small molecules binding HIV-1 gp120 antibody PG9 | TR-FRET gp120-PG9 antibody binding | actives 0.43% (n = 360,000) | inhibition, % at 6.7 µM | AID 624416; in the data active = inhibition above about 8.5%
GC-A act: GC-A (human) enzyme activation; P16066; HEK293 GC-A cells, cGMP TR-FRET, EC30 ANP; 0% at EC30 ANP, 100% saturating ANP; activation, % at 10 µM; actives 0.14% (n = 370,000); AID 1671463; in the data active = activation above about 40%
NPR2 activator: GC-B (human) receptor activation; activation, % at 10 µM; HEK293-GC-B cells, CNP EC30, cGMP TR-FRET; 0% at EC30 CNP, 100% saturating CNP; actives 0.11% (n = 370,000); P20594;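 active = activation at 10 µM reaching about 35% in either raw or pattern-adjusted values, limit read from the data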
Target sequence (P20594 whole entry, looked up): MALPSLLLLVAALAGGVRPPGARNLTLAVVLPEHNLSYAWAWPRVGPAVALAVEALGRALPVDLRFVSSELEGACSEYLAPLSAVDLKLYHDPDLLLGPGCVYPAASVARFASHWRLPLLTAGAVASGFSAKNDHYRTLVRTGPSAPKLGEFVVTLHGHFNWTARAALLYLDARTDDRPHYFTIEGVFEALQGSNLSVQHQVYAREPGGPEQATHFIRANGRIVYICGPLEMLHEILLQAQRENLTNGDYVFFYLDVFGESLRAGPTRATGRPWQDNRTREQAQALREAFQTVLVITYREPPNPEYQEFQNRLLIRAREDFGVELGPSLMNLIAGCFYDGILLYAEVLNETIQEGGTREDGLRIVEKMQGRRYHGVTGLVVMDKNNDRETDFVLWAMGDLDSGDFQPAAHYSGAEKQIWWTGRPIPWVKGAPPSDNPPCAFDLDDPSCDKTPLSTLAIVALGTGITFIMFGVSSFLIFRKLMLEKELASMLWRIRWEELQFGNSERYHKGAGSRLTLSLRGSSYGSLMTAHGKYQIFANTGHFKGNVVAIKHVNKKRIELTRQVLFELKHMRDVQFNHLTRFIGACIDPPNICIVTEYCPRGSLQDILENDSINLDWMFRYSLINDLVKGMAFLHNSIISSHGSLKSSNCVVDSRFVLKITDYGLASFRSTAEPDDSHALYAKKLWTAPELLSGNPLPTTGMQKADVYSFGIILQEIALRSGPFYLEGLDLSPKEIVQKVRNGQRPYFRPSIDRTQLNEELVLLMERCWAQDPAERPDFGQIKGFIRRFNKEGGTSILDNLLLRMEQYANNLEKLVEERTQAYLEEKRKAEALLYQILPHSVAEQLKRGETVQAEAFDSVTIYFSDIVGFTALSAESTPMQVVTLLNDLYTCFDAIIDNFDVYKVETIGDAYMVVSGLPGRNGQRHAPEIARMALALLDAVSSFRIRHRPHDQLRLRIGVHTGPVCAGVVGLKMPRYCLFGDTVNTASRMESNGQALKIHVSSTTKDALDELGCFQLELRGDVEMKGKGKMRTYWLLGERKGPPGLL
ARFGAP1 inhibitor: inhibits rat ARF GTPase activating protein 1. Q62848. Arfgap1-stimulated ARF1 GTP hydrolysis, GDP FP detection. inhibition, % at 16.5 µM. actives 0.26% (n = 360,000). AID 651572;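 active = inhibition above a per-plate limit, mean inhibition of low control wells plus 3 SD, cut at about 25% in these data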;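 note: 0% = DMSO wells with enzyme and 100% = wells lacking Arfgap1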
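Assay system: Rat Arfgap1 GAP domain (His6, aa 1-136), purified enzyme | Buffer or medium: HEPES 25 mM pH 7.5, NaCl 150 mM, MgCl2, DTT | Schedule: GTP hydrolysis reaction 2 h at 25 °C | Signal: FP of antibody-bound GDP Alexa 633 tracer, ex 620/em 688 nm | Measure: Percent inhibition of Arfgap1-stimulated GTP hydrolysis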
ASAP1 GAP inh: ASAP1 ArfGAP inhibition; Q9ULH1; ASAP1-stimulated ARF1 GTP hydrolysis, GDP FP detection; inhibition, % at 16.5 µM; actives 0.19% (n = 360,000); AID 624377; in the data active = inhibition above about 25%;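 note: 0% = vehicle with enzyme and substrate and 100% = no enzyme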
ABHD4 inh: ABHD4 (mouse) inhibition, primary FP screen; inhibition, % at 8.92 µM; Q8VD66; actives 0.54% (n = 370,000); purified mABHD4, FP-Rh probe fluorescence polarization;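 active = inhibition exceeding the mean over every tested compound plus 3 SD, cut at about 30% in these data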;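 note: 0% = plate median of compound wells and 100% = S159A mutant with DMSO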
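System: mouse ABHD4 enzyme, wild type / Medium: HEPES pH 7.0, NaCl, Pluronic buffer / Reagent: FP-Rh activity-based fluorescent probe / Control set: S159A mutant high control, sample median low control / Detection: fluorescence polarization with parallel and perpendicular emission, 525/598 nm / Schedule: 45 min + 60 min at 25 °C / Compound dosing: 8.92 µM, single dose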
SMARCA2 act: increases SMARCA2 function in MMTV reporter cells | MG213 cells, MMTV-luciferase reporter, dexamethasone, overnight | activation, % at 9.1 µM | actives 1% (n = 370,000) | AID 652017; in the data active = activation above about 7.8%;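 note: 0% = vehicle wells and 100% = reference activator wells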
HTRA1 inh: inhibitors of human serine peptidase HTRA1 | actives 0.5% (n = 340,000) | recombinant HTRA1, FP-rhodamine activity-based probe, fluorescence polarization | inhibition, % at 5.96 µM | Q92743 | AID 504803; in the data active = inhibition above about 36%;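 note: 0% = enzyme with DMSO and 100% = wells lacking enzyme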
rCAG binder: molecules binding r(CAG) RNA repeats; inhibition, % at 3 µM; r(CAG) RNA repeat, TO-PRO-1 dye displacement fluorescence; actives 1.3% (n = 370,000);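 active = inhibition above the plate cutoff, the mean of all test compounds on that plate plus 3 SD, cut at about 35% in these data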;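 note: 0% = DMSO alone and 100% = 100 µM mitoxantrone as full dye displacement; higher means more dye released from RNA so lower well fluorescence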
The depositor's hits bear a star; . = no result given.

SMILES	NR1D1 modulator	PG9 binder	GC-A act	NPR2 activator	ARFGAP1 inhibitor	ASAP1 GAP inh	ABHD4 inh	SMARCA2 act	HTRA1 inh	rCAG binder
CCOc1ccc(CN2CCN(S(=O)(=O)c3ccc(NC(C)=O)cc3)CC2)cc1	5	0.5	-8	3	9	-1	6	-7	-5	-1
COc1cc(-c2n[nH]c(=S)n2-c2ccc(Br)cc2)cc(OC)c1OC	-1	1.7	-36	-8	-5	0	3	-2	-1	8
COc1ccc(-c2cc(-c3ccc(Cl)cc3)n[nH]2)c(O)c1	0	-1.2	26	-7	23	6	-3	1	-17	18
O=C(CCN1C(=O)C2CCCCC2C1=O)Nc1ccc(F)c(F)c1F (stereo unspecified)	2	1.3	1	3	7	1	-2	0	-10	-3
COC1C(O)C(O)C(O)C(O)C1O (stereo unspecified)	-2	-3.5	1	-3	-9	-12	4	-3	-3	0
COC(=O)C(CCSC)NC(=O)C12CC3CC(CC(C3)C1)C2 (stereo unspecified)	-1	0.0	0	0	5	17	-2	-3	-3	-5
c1ccc(Nc2nc(-c3ccncc3)cs2)cc1	-6	0.0	21	-2	3	6	8	6	-1	2
Nc1ccc(-c2nc3cc(N)ccc3s2)cc1	0	1.7	2	1	13	-6	18	4	12	3
O=C(Nc1ccc2c(c1)OCO2)C(c1ccccc1)N1CCN(C(=O)c2ccco2)CC1 (stereo unspecified)	-5	-0.1	-5	-2	-1	-8	0	-2	-1	-7
CCOC(=O)[C@]12CCCC=C1N(Cc1ccc(OC)cc1)C(=O)[C@@H]2CC(=O)NCCCOC	2	.	5	3	.	.	8	-3	.	0
COc1cccc(CNC(=O)[C@H]2CCCN2C(=O)[C@H]2CCCN2C(=O)c2ccccc2C(F)(F)F)c1	2	0.4	3	-3	-2	18	4	-2	.	-1
COc1ccc(/C=N/Nc2nc(=O)[nH]nc2C)cc1OC	-6	-1.6	2	2	-1	-7	0	-2	3	-1
CCOC(=O)N1CCN(CC(=O)Nc2c(C(=O)OC)[nH]c3ccc(Cl)cc23)CC1	-1	0.5	-5	-7	-3	-11	0	0	-3	0
COc1cc(C2CC(=O)c3cnc(N)nc3C2)cc(OC)c1OC (stereo unspecified)	-6	-0.6	-1	-4	17	4	0	-1	-3	-4
COc1cccc(-c2ncc3ccccc3c2COC(=O)c2ccco2)c1	-4	0.3	12	7	-9	1	-1	1	3	-2

An excerpt from above in order of formula weight, rising.
SMILES	NR1D1 modulator	PG9 binder	GC-A act	NPR2 activator	ARFGAP1 inhibitor	ASAP1 GAP inh	ABHD4 inh	SMARCA2 act	HTRA1 inh	rCAG binder
COC1C(O)C(O)C(O)C(O)C1O (stereo unspecified)	-2	-3.5	1	-3	-9	-12	4	-3	-3	0
c1ccc(Nc2nc(-c3ccncc3)cs2)cc1	-6	0.0	21	-2	3	6	8	6	-1	2
COc1ccc(/C=N/Nc2nc(=O)[nH]nc2C)cc1OC	-6	-1.6	2	2	-1	-7	0	-2	3	-1
COc1ccc(-c2cc(-c3ccc(Cl)cc3)n[nH]2)c(O)c1	0	-1.2	26	-7	23	6	-3	1	-17	18
COC(=O)C(CCSC)NC(=O)C12CC3CC(CC(C3)C1)C2 (stereo unspecified)	-1	0.0	0	0	5	17	-2	-3	-3	-5
COc1cc(C2CC(=O)c3cnc(N)nc3C2)cc(OC)c1OC (stereo unspecified)	-6	-0.6	-1	-4	17	4	0	-1	-3	-4
O=C(CCN1C(=O)C2CCCCC2C1=O)Nc1ccc(F)c(F)c1F (stereo unspecified)	2	1.3	1	3	7	1	-2	0	-10	-3
COc1cccc(-c2ncc3ccccc3c2COC(=O)c2ccco2)c1	-4	0.3	12	7	-9	1	-1	1	3	-2
CCOc1ccc(CN2CCN(S(=O)(=O)c3ccc(NC(C)=O)cc3)CC2)cc1	5	0.5	-8	3	9	-1	6	-7	-5	-1
COc1cc(-c2n[nH]c(=S)n2-c2ccc(Br)cc2)cc(OC)c1OC	-1	1.7	-36	-8	-5	0	3	-2	-1	8
CCOC(=O)N1CCN(CC(=O)Nc2c(C(=O)OC)[nH]c3ccc(Cl)cc23)CC1	-1	0.5	-5	-7	-3	-11	0	0	-3	0
O=C(Nc1ccc2c(c1)OCO2)C(c1ccccc1)N1CCN(C(=O)c2ccco2)CC1 (stereo unspecified)	-5	-0.1	-5	-2	-1	-8	0	-2	-1	-7
CCOC(=O)[C@]12CCCC=C1N(Cc1ccc(OC)cc1)C(=O)[C@@H]2CC(=O)NCCCOC	2	.	5	3	.	.	8	-3	.	0
COc1cccc(CNC(=O)[C@H]2CCCN2C(=O)[C@H]2CCCN2C(=O)c2ccccc2C(F)(F)F)c1	2	0.4	3	-3	-2	18	4	-2	.	-1

The list continues:
SMILES	NR1D1 modulator	PG9 binder	GC-A act	NPR2 activator	ARFGAP1 inhibitor	ASAP1 GAP inh	ABHD4 inh	SMARCA2 act	HTRA1 inh	rCAG binder
O=C(CN1C(=O)C2(OCCO2)c2ccccc21)c1ccc(Cl)cc1	-1	-1.2	0	-3	-2	2	-1	0	-4	-1
NC(=O)CC12CC3CC(C1)CC(CC(N)=O)(C3)C2	-1	-1.4	-2	2	6	-3	1	4	-1	0
CCOc1ncccc1C(=O)OCc1ccc(C#N)cc1	4	0.9	1	0	7	-8	5	3	-7	-4
CCCN1C2CCCC1CC(NC(=S)NCCCOCC)C2 (stereo unspecified)	.	-0.2	.	.	7	4	3	-2	-7	4
CC(=O)N1c2ccc(S(=O)(=O)N(C)CC(=O)N(C)Cc3ccccc3)cc2CC1C (stereo unspecified)	-3	-0.2	-1	-4	4	-6	0	0	0	-7
C[C@H](CO)N1C[C@H](C)[C@@H](CN(C)C(=O)Nc2ccc3c(c2)OCO3)Oc2c(cccc2N(C)C)C1=O	-1	-0.8	0	-6	1	-3	6	4	2	1
CC(C)(C)c1ccc(OCC(O)CN2CCN(c3ccccn3)CC2)cc1 (stereo unspecified)	2	-1.4	0	1	-2	0	0	1	-4	-9
CCC(C)NC(=O)CNC(=S)N(Cc1ccc(F)cc1)C1CCCCC1 (stereo unspecified)	2	0.0	0	-5	-10	10	2	-2	8	-2
O=C(/C=C/c1cccc(Cl)c1)OCC(=O)c1ccc[nH]1	-8	-0.3	-4	-3	0	-7	-15	0	3	1
C/C(=N\NC(=O)c1cccc(S(=O)(=O)N2CCOCC2)c1)c1cc2ccccc2o1	-1	0.8	3	2	13	12	-5	-4	0	3
O=C1C2ON(c3ccc(Cl)cc3)C(c3ccco3)C2C(=O)N1c1ccccc1 (stereo unspecified)	-6	0.9	1	-1	-6	-3	5	-6	-7	10
C/C(=N\NC(=O)c1ccc(CSc2nncn2C)cc1)c1ccc(C#N)cc1	2	-0.9	3	0	6	4	-1	3	2	-3
CC(Sc1ccc(S(=O)(=O)N2CCCCCC2)cn1)C(N)=O (stereo unspecified)	-4	0.9	-1	8	-1	8	-1	-1	-3	-3
CC(C)n1cc(C(=O)N2CCCC(N3CCN(c4cccc(Cl)c4)CC3)C2)cn1 (stereo unspecified)	-5	-0.6	0	4	2	-16	2	1	6	-6
CN(C)/C=N/c1nc2ncc(-c3ccc(Cl)cc3)c(/N=C/N(C)C)n2n1	-3	-1.4	0	-4	0	4	-1	-4	-6	-3
O=C(c1cc(COc2ccc3c(c2)CCCC3)on1)N1CCCC1	0	-2.4	1	2	9	3	-1	7	-12	-4
CCC(CC)C(=O)N(C)c1c(C)nc2c(OCCOc3ccccc3)cccn12	-1	-0.6	1	4	-6	4	-2	-5	.	-3
Cc1cc(C)c(NC(=O)CN2CCN(C)CC2)c(C)c1	-7	0.0	2	5	-3	-2	1	-1	6	-2
O=C(CCN1CCOCC1)Nc1ccc(Cl)cc1	5	-2.8	1	3	7	-6	-1	0	2	1
COc1ccc(C2CC(=O)C(c3ccc(C(C)=O)cc3)=CN2Cc2ccccc2)cc1 (stereo unspecified)	2	1.2	-4	2	-3	4	5	2	.	3
Cc1ccc(S(=O)(=O)N2CCOC2CNC(=O)C(=O)NCc2ccc(Cl)cc2)cc1 (stereo unspecified)	-2	0.3	1	0	14	-5	9	-2	0	-3
O=C(Nc1cc(Br)ccc1F)c1nc[nH]c1C(=O)NCc1ccccc1	8	0.8	2	1	14	3	-8	-3	.	4
Cc1c(C(=O)N2CCCC2)sc(NC(=O)c2ccco2)c1C#N	-2	-1.0	0	4	1	7	10	0	-7	17
CCOC(=O)N1CCN(c2cc3nccnc3cc2F)CC1	-6	1.4	-3	-4	-5	6	-3	-1	1	-5
O=C(Cn1cc(C(F)(F)F)cc(Cl)c1=O)NCc1ccc(F)cc1	0	-1.7	4	3	-2	3	-3	7	5	0
O=C(CN1C(=O)c2ccccc2C1=O)Nc1ccccc1	-1	-0.8	-1	8	-1	-1	-5	1	-17	2
O=C(NNC(=O)c1ccccc1C(=O)O)c1ccc(O)cc1	-4	-0.6	-5	4	-7	-16	1	-2	-4	2
COc1cc(/C=C2\SC(=O)N(CC(=O)Nc3ccc(C)cc3)C2=O)cc(Cl)c1OCC(=O)O	-1	-1.8	-4	-1	6	19	9	-2	-3	32
CCCCNC(=O)c1onc(CSc2ccc(F)cc2)c1C(=O)O	-7	-0.5	1	-3	6	7	-2	1	2	13
CCCN(CCC)c1ccc(C(O)c2nnc(-c3ccccc3)o2)cc1 (stereo unspecified)	2	2.1	3	1	-4	0	1	0	7	-1
Cc1ccc(NC(=O)Cn2ccsc2=N)c([N+](=O)[O-])c1	4	-1.0	4	-2	-1	-5	5	3	3	0
COc1ccc2c(c1)CNC2CS(=O)(=O)NC1CCCC1 (stereo unspecified)	0	.	2	0	.	.	3	-1	.	9
CCOC(=O)C1=C(c2ccccc2)NC(=O)NC1c1ccc(OC)cc1OC (stereo unspecified)	-1	1.3	-11	-1	2	-11	1	-4	14	-8
CCOC(=O)C1CC(c2ccccc2)=NNC1=O (stereo unspecified)	3	-0.3	12	0	7	-17	0	4	5	-2
COc1cc(CNCCSc2nnnn2C)cc(Br)c1OCc1ccccc1F	5	0.7	-2	-4	-14	-13	-2	0	-3	-2
COc1ccccc1N(CC(=O)NCC1CCCO1)C(=O)CCC(=O)Nc1cc(C)on1 (stereo unspecified)	-2	1.2	0	-3	0	-8	3	0	12	-4
Cc1cc(C)cc(N2C(=O)C3CC=CCC3C2=O)c1 (stereo unspecified)	1	-1.6	0	1	7	14	0	-1	7	-2
